SENP6 block – SENP6 protease inhibitors, primary screen, biochemical, luminescence, uHTS. Sentrin-specific protease 6 (Homo sapiens), Q9GZR1. Recombinant SENP6 catalytic domain, aminoluciferin luminescence. inhibition, % at 10 µM. actives 1.8% (n = 330,000);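 active means inhibition above about 50% at the single tested dose, limit read from the data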;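 further: plate controls were DMSO wells with enzyme for no effect and DMSO wells lacking enzyme for full effect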
SENP8 block-1 – human SENP8 protease inhibitors, primary screen, biochemical, fluorescence, Nedd8 protein substrate, uHTS. inhibition, % at 20 µM. actives 0.64% (n = 360,000). Sentrin-specific protease 8 (Homo sapiens), Q96LD8. AID 602440, 2012. recombinant SENP8; in the data active means inhibition mostly above about 40%, no sharp cut-off; inactive means mostly below about 27%
PfG6PD inh – PfG6PD enzyme inhibitors, primary screen, biochemical, fluorescence intensity, uHTS. glucose-6-phosphate dehydrogenase-6-phosphogluconolactonase (Plasmodium falciparum 3D7). PfGluPho enzyme, NADPH resazurin-diaphorase fluorescence. inhibition, % at 20 µM. actives 0.78% (n = 350,000);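 active means inhibition reaching at least a set limit at 20 µM in the primary screen, cut at about 59% in these data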;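 further: 0% = DMSO wells with substrate and 100% = DMSO wells lacking glucose-6-phosphate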
SENP8 block-2 – SENP8 protease inhibitors, primary screen, biochemical, luminescence; actives 1.2% (n = 330,000); Sentrin-specific protease 8 (Homo sapiens), Q96LD8; purified SENP8, Z-RLRGG-aminoluciferin cleavage; AID 2540, 2010; inhibition, % at 10 µM; in the data active means inhibition above about 50%
SENP1 inh – human SENP1 catalytic domain inhibitors, primary screen, biochemical, FRET, uHTS; AID 624204, 2012; recombinant SENP1 catalytic domain, CyPet-SUMO1-YPet FRET cleavage; Sentrin-specific protease 1 (Homo sapiens), Q9P0U3; inhibition, % at 10 µM; actives 0.21% (n = 360,000);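 active means inhibition at least 30% at 10 µM, raw YFP signal under a set limit, fluorescence ratio 0.5 to 1.5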;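 further: 0% = enzyme with DMSO and 100% = no enzyme wells; some results filed as inactive read as strong as hits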
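system = hSENP1 catalytic domain, recombinant | reagent = SFCypet-SUMO1-SFYpet substrate at 25 nM | doses = one dose per compound, 10 µM, 0.5% DMSO | incubation = enzyme reaction for 50 min at room temperature, dark | measured by = FRET, CFP and YFP emission | controls = no-enzyme low, enzyme-DMSO high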
Apaf1 inhib – inhibitors of human Apaf-1 apoptosome, primary screen, biochemical, DEVD-Rh110 fluorescence, uHTS; reconstituted apoptosome caspase-3 activity; inhibition, % at 20 µM; actives 0.71% (n = 330,000); active means inhibition of at least 40% at 20 µM;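 further: plate controls were DMSO wells for no effect and DEVD-CHO caspase inhibitor wells for full effect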
Target sequence (O14727 whole entry, looked up): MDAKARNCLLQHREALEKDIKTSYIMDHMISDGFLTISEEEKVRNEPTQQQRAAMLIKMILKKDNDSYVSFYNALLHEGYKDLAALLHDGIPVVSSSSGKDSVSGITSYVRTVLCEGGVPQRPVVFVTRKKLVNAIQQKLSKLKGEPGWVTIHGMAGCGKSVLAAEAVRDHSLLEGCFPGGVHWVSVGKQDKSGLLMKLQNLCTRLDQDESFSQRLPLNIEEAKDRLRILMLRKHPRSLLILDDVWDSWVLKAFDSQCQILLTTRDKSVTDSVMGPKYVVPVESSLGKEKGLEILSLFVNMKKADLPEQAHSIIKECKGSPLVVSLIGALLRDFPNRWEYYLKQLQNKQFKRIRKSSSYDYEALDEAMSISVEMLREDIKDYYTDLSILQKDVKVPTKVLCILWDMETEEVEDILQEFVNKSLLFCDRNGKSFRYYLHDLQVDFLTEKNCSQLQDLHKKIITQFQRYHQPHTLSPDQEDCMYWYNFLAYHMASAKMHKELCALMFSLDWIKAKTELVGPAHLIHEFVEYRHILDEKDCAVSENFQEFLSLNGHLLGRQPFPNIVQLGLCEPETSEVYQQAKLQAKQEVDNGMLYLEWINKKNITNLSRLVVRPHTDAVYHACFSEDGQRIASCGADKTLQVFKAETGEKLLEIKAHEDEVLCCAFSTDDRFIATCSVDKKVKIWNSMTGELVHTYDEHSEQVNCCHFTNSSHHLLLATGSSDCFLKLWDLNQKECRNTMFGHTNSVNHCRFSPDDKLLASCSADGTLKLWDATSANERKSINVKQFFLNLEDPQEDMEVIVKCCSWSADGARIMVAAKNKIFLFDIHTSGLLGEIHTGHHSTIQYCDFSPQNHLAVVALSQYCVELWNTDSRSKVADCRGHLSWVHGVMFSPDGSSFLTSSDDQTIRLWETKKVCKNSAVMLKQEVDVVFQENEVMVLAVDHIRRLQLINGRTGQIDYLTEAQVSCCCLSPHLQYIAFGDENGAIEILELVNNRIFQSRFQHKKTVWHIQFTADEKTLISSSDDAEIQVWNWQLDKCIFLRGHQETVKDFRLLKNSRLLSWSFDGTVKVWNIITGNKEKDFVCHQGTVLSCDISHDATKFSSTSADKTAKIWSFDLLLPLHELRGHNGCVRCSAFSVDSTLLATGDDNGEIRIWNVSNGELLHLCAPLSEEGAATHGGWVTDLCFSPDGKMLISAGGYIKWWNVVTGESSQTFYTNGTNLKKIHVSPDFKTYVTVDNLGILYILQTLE
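Material: reconstituted apoptosome with Apaf-1, cytochrome c, caspase-9, procaspase-3, dATP; medium: pH 7.5 Hepes buffer with CHAPS, BSA, DTT; also added: cytochrome c and DEVD-Rh110 substrate; timing: 30 min plus 50 min, RT; signal: Rh110 fluorescence intensity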
SENP7 block – SENP7 protease inhibitors, primary screen, biochemical, luminescence, uHTS | Sentrin-specific protease 7 (Homo sapiens), Q9BQF6 | recombinant SENP7, Z-RLRGG-aminoluciferin luminescence, 40 min | inhibition, % at 5 µM | actives 1.5% (n = 330,000);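 active means inhibition above about 50% at the single test dose, limit read from the data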;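 further: plate controls were DMSO with enzyme for no effect and no enzyme buffer wells for full effect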
HKDC1 inhibitor – HKDC1 hexokinase inhibitors, primary screen, biochemical, fluorescence, uHTS | Q2TB90 | recombinant HKDC1, G6PDH/diaphorase resazurin coupled fluorescence | inhibition, % at 20 µM | actives 0.16% (n = 340,000);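 active means inhibition above about 35% when tested at 20 µM, limit read from the data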;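 further: plate controls were DMSO wells with enzyme for no effect and DMSO wells lacking enzyme for full effect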
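Test system: recombinant HKDC1 (HK5) hexokinase enzyme, produced in-house / Doses: 20 µM test compound, 1% DMSO / Timing: 90 min, room temperature / Detection: G6PDH/diaphorase-coupled fluorescence, 1 mM NADP, 100 µM resazurin, 525/613 nm / Control set: DMSO wells with and without enzyme mix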
Active calls of the source: *; . = no result given.

SMILES	SENP6 block	SENP8 block-1	PfG6PD inh	SENP8 block-2	SENP1 inh	Apaf1 inhib	SENP7 block	HKDC1 inhibitor
CSc1ccc(/C=N/NC(=O)C[n+]2ccccc2)cc1	-10	8	-6	5	0	-5	3	-4
O=C(Nc1nc2ccc(Oc3ccccc3)cc2s1)c1cc([N+](=O)[O-])ccc1N1CCOCC1	-6	31	31	0	-2	8	2	-4
Cc1cccc(C)c1-n1c(SCC(=O)Nc2ccc(C(=O)O)cc2)nnc1-c1cccc(S(=O)(=O)N(C)C)c1	-6	0	-12	-5	3	0	-2	9
CCOC(=O)C1CCCN(C(=O)c2cc3cc(OC)c(OC)cc3[nH]2)C1 (stereo not drawn)	-12	-199	-5	2	-2	0	3	-1
Cc1c(Cl)cccc1NC(=O)C1CC2CCC1C2 (stereo not drawn)	-15	7	-4	-8	4	-8	2	1
COc1ccc(S(=O)(=O)N(CC(=O)NCc2cccnc2)c2ccc(F)cc2)cc1OC	-18	.	.	3	.	2	12	.
O=C(c1cc(-c2cccc(O)c2)on1)N1CCN(C(c2ccccc2)c2ccccc2)CC1	7	9	3	0	1	7	-2	6
CCOC(=O)N1CCC(N(CCN(C)C)C(=S)Nc2ccccc2Cl)CC1	-31	21	0	2	1	-9	1	-5
CC1CCN(CC(=O)n2c3c(c4ccccc42)CCCC3)CC1	1	8	0	1	-2	11	2	-2
CC(C)(C)c1ccc(OCCC(=O)Nc2cccc(S(=O)(=O)N3CCCC3)c2)cc1	6	10	12	-6	1	30	2	6

Six compounds from above, limited to SENP8 block-2, SENP8 block-1 and SENP1 inh:
SMILES,SENP8 block-2,SENP8 block-1,SENP1 inh
O=C(Nc1nc2ccc(Oc3ccccc3)cc2s1)c1cc([N+](=O)[O-])ccc1N1CCOCC1,0,31,-2
Cc1cccc(C)c1-n1c(SCC(=O)Nc2ccc(C(=O)O)cc2)nnc1-c1cccc(S(=O)(=O)N(C)C)c1,-5,0,3
CCOC(=O)C1CCCN(C(=O)c2cc3cc(OC)c(OC)cc3[nH]2)C1 (stereo not drawn),2,-199,-2
Cc1c(Cl)cccc1NC(=O)C1CC2CCC1C2 (stereo not drawn),-8,7,4
COc1ccc(S(=O)(=O)N(CC(=O)NCc2cccnc2)c2ccc(F)cc2)cc1OC,3,.,.
O=C(c1cc(-c2cccc(O)c2)on1)N1CCN(C(c2ccccc2)c2ccccc2)CC1,0,9,1

Continuation:
SMILES	SENP6 block	SENP8 block-1	PfG6PD inh	SENP8 block-2	SENP1 inh	Apaf1 inhib	SENP7 block	HKDC1 inhibitor
Cc1cc(=O)[nH]c(SCC(=O)Nc2ccc(Cl)cn2)n1	-27	17	3	-8	0	-11	14	-7
CCOC(=O)C1CCN(c2ccc(C(N)=O)cc2[N+](=O)[O-])CC1	4	30	-11	-11	1	-3	0	7
COCCNC(=O)c1ccc(CS(=O)(=O)c2ccc(OC)cc2)o1	-20	14	2	-7	0	-2	6	-5
COc1cc(S(=O)(=O)NCc2ccncc2)ccc1Br	3	2	-2	-3	2	-11	5	-7
C#CCOc1ccc(C2C3=C(CCCC3=O)N(CC(=O)O)C3=C2C(=O)CCC3)cc1Br	-14	-292	-3	-7	-23	13	-8	18
Cc1ccc(OCC(=O)N(C)Cc2ccccc2)c([N+](=O)[O-])n1	0	0	8	-1	-1	3	12	-5
COc1cccc(NC(=O)C(c2ccccc2)N2CCNC(=O)C2)c1 (stereo not drawn)	-13	-6	.	-2	-1	3	-8	.
COc1cc2c(cc1NC(=O)c1ccco1)CCCC2	-6	11	0	-6	1	8	-13	9
Cc1ccc(C(=O)CC(C(=O)O)n2ccc(C)n2)cc1 (stereo not drawn)	-5	12	-1	-1	1	-1	-7	-3
CCOc1cc(C(C(=O)NCC2CCCO2)N(C(=O)Cn2nnc3ccccc32)c2ccc(OC)c(OC)c2)ccc1O (stereo not drawn)	3	-6	1	-3	0	6	-6	3

Part of the list above, with two lines to a compound.
Values run as follows: SENP6 block | SENP8 block-1 | PfG6PD inh | SENP8 block-2 | SENP1 inh | Apaf1 inhib | SENP7 block | HKDC1 inhibitor
> Cc1ccc(OCC(=O)N(C)Cc2ccccc2)c([N+](=O)[O-])n1
 : 0 | 0 | 8 | -1 | -1 | 3 | 12 | -5
> COc1cccc(NC(=O)C(c2ccccc2)N2CCNC(=O)C2)c1 (stereo not drawn)
 : -13 | -6 | . | -2 | -1 | 3 | -8 | .

The listing continues:
SMILES	SENP6 block	SENP8 block-1	PfG6PD inh	SENP8 block-2	SENP1 inh	Apaf1 inhib	SENP7 block	HKDC1 inhibitor
CC1(C)Cc2c(cnn2-c2ccc(F)cc2)C(NC(=O)C(C)(C)O)C1 (stereo not drawn)	-3	11	-9	2	0	-11	-2	-1
Cc1cc(NC(=O)CSCC(=O)OCc2nnc(-c3ccccc3)o2)no1	4	14	-7	2	-3	-1	-4	1
CCOC(=O)OCC(=O)C1(O)CCC2C3CCC4=CC(=O)CCC4(C)C3C(O)CC21C (stereo not drawn)	.	12	3	.	8	.	.	-4
COc1ccc(-n2c(O)c(C=NCC(c3ccco3)N3CCCC3)c3ccccc3c2=O)cc1OC (stereo not drawn)	-5	-49	13	-4	-30	-8	-6	-2
CCC1=NN2C(=N)/C(=C/c3cc(C)n(-c4ccccc4)c3C)C(=O)N=C2S1	6	-368	-23	-7	-54	8	-8	7
O=C(Nc1ccccc1N1CCOCC1)c1cccs1	-6	20	7	-1	2	0	-4	-5
O=C(O)/C(=C\c1cccs1)Sc1nnc(-c2ccc(F)cc2)o1	7	7	-21	-5	-2	4	-2	0
Cn1c(/C(C#N)=C(\O)c2ccc(S(=O)(=O)N3CCCCC3)cc2)nc2ccccc21	9	-156	-2	-1	-65	3	8	0
COc1ccc(-c2noc(CN(C)C(=O)CCN3C(=O)[C@H]4CC=CC[C@H]4C3=O)n2)cc1	-5	2	-12	-8	3	1	-11	-1
Cc1ccc(OCCn2cc(C(=S)N3CCCC3)c3ccccc32)cc1C	-13	15	11	-6	-4	28	2	2
Cn1cc(Cl)c(C(=O)N2CCN(c3ncccn3)CC2)n1	4	-14	-14	4	1	0	14	-1
COc1c(C(=O)Nc2ccc(Br)cn2)ccc2ccccc12	-15	2	5	-23	1	24	-10	5
Cc1cc(C)n2c(SCC(=O)NCc3ccco3)nnc2n1	-20	18	-4	-9	-2	1	-9	3
O=C(CSc1ncn[nH]1)Nc1nc(-c2ccccc2)ns1	34	2	-30	0	1	-26	8	-5
CC(=O)c1c(C)[nH]c(C(=O)COC(=O)c2cccc(S(=O)(=O)N(C)c3ccccc3)c2)c1C	-8	28	19	-4	-2	12	0	17
CC(=O)N1CCN(c2ccc(NC(=O)c3cccc(Cl)c3)cc2)CC1	-3	14	16	-17	1	4	-10	1
COc1ccc([C@H]2CC(=O)C=C(c3ccc(SC)cc3)C2)cc1OC	-3	-274	5	5	-2	-9	2	3
COc1cccc(/C=N/NC(=O)c2c(-c3ccccc3)noc2C)c1OC	-1	-64	-1	2	2	1	-7	-3
Cc1c(C2=CCN(S(=O)(=O)c3ccc(Br)cc3)CC2)c2ccccc2n1C	15	-43	8	0	-59	5	6	-4
Cc1onc(-c2c(Cl)cccc2Cl)c1C(=O)NCc1ccco1	1	14	20	6	0	3	2	0
COc1ccc(-c2cc(C(F)(F)F)n3ncc(C(=O)O)c3n2)cc1OC	-12	-156	7	-4	-15	2	4	7
CC(C)Oc1ccc(CNC(=O)CC(c2ccccc2)c2cc(Cl)ccc2O)cc1 (stereo not drawn)	7	15	21	1	0	13	-3	-2
CC(Sc1nc(O)c(-c2ccccc2)c(=O)[nH]1)C(=O)Nc1ccc(Cl)cc1 (stereo not drawn)	12	9	-20	7	1	-8	5	-13
CCN(CC)C(=O)Cn1c(C)c(/C=C/c2cc[n+](C)cc2)c2ccccc21	7	20	-12	12	-29	4	6	0
COc1ccc(/C=C/C(=O)O)cc1S(=O)(=O)N1CCCC1	10	8	-9	5	2	2	0	-6
CC(C)(C)NC(=O)COC(=O)c1ccccc1C(=O)c1ccccc1	0	5	-6	-5	2	0	8	-7
NS(=O)(=O)c1ccc(CCNC(=O)C2CCN(S(=O)(=O)c3cnc[nH]3)CC2)cc1	-18	7	-6	3	2	-24	1	7
O=C(c1ccco1)N1CCN(C(c2ccccc2)c2nnnn2Cc2cccs2)CC1 (stereo not drawn)	-6	14	-10	-7	0	-107	-10	-1
CC1(C)CNC(=O)c2sc(NC(=O)c3ccccc3Cl)nc2C1	-14	8	8	-5	4	-4	-1	0
CC(C)(C)C(=O)NC(n1cnc2c(N3CCOCC3)ncnc21)C(Cl)(Cl)Cl (stereo not drawn)	-12	6	-2	3	1	-7	7	-6

Five entries from above, ordered by the value under SENP1 inh, highest first:
SMILES	SENP6 block	PfG6PD inh	SENP1 inh	SENP7 block	HKDC1 inhibitor
COc1cc(S(=O)(=O)NCc2ccncc2)ccc1Br	3	-2	2	5	-7
Cn1cc(Cl)c(C(=O)N2CCN(c3ncccn3)CC2)n1	4	-14	1	14	-1
Cc1onc(-c2c(Cl)cccc2Cl)c1C(=O)NCc1ccco1	1	20	0	2	0
CC1CCN(CC(=O)n2c3c(c4ccccc42)CCCC3)CC1	1	0	-2	2	-2
Cc1ccc(OCCn2cc(C(=S)N3CCCC3)c3ccccc32)cc1C	-13	11	-4	2	2

Two of the compounds above, in markdown:
| SMILES | SENP6 block | SENP8 block-1 | PfG6PD inh | SENP8 block-2 | SENP1 inh | Apaf1 inhib | SENP7 block | HKDC1 inhibitor |
| --- | --- | --- | --- | --- | --- | --- | --- | --- |
| CC1(C)CNC(=O)c2sc(NC(=O)c3ccccc3Cl)nc2C1 | -14 | 8 | 8 | -5 | 4 | -4 | -1 | 0 |
| NS(=O)(=O)c1ccc(CCNC(=O)C2CCN(S(=O)(=O)c3cnc[nH]3)CC2)cc1 | -18 | 7 | -6 | 3 | 2 | -24 | 1 | 7 |

(further entries)
SMILES	SENP6 block	SENP8 block-1	PfG6PD inh	SENP8 block-2	SENP1 inh	Apaf1 inhib	SENP7 block	HKDC1 inhibitor
Cc1cc(Nc2ccccc2O)c2ccccc2n1	-6	6	6	-1	2	-5	-7	6
N#CCCn1cc(C=C(C#N)C#N)c(-c2ccc(Cl)cc2)n1	-8	-4	-7	-9	-2	12	-8	21
COc1cc2c(cc1N/C=C(\C#N)c1nc(-c3ccccc3)cs1)oc1ccccc12	12	-191	0	-5	-33	-1	-8	1
O=C(CN1C(=O)NC2(CCCC2)C1=O)Nc1cc(Cl)ccc1N1CCOCC1	-8	11	10	2	2	-2	-4	-4
Cc1cc(C)nc(NC2=NCC(=O)N2c2ccccc2Br)n1	-12	8	-1	-3	1	-2	0	-8
O=[N+]([O-])c1cccc2cnccc12	.	11	-16	.	-1	.	.	-2
CCOC(=O)C1=C(CC)OC(N)=C(C#N)C1c1cccs1 (stereo not drawn)	-9	-81	-14	1	-14	-4	5	9
CC(C)CCn1c(=O)[nH]c2ccccc21	29	12	-14	-1	0	-23	0	-4
CC1(C)Cc2ccccc2C(NNC(=O)c2ccccc2)=N1	21	14	-5	-1	-1	-1	5	-5
O=C(OCc1cc(=O)n2ccsc2n1)c1ccc(OC(F)F)cc1	-6	-75	13	-5	-1	-3	-3	-2

From PubChem BioAssay
